CCT modulator: changes cytosolic chaperonin activity; purified chaperonin ATPase assay, HTRF ADP detection, 30 min; activity change, % (concentration not given with the values), hits read low; hit rate 0.3% among 360,000; AID 651819; in the data active = activity change below about -30%; note: % is set by controls: 0 for no effect and ±100 for the full control effect
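We incubate TRiC, 40 or 20 nM final, with library compounds at 76 uM and 10 uM ATP for 30 min at 37 °C. ADP formed is detected with Transcreener HTRF reagents after 30 min at room temperature.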
TGFb SMAD3 inh: inhibitors of TGF-b signaling; hit rate 1.2% among 410,000; AID 588855; HepG2 CAGA-GFP TGF-b/SMAD3 reporter, GFP fluorescence, 18 h; TGF-beta stimulated, 500 pg/mL final; Potency, µM (titrated, usually from 46.1 µM), inactives show at the highest dose activity, negative = inhibition, most hits filed as inhibitors; note: potency is the fitted concentration of half-maximal effect; % is set by controls: 0 for no effect and ±100 for the full control effect; nearly all actives have a fitted effect of over 65% in size
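Smad-responsive CAGA-GFP expression was quantified in HEPG2 cells exposed to compounds and 500 pg/mL final TGF-beta for 18 h at 37 degrees C; unstimulated wells defined full inhibition.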
Akt phos inh: Akt phosphorylation inhibition. Neuro2A IGF-stimulated pAkt S473 HTRF, 20 min; active compounds read low. activity change, % for hits at 50 µM. hit rate 0.32% among 360,000; in the data active = activity change below about -80%; inconclusive = mostly about -51% to -80%; note: % is set by controls: 0 for no effect and ±100 for the full control effect
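Neuro2A cells (4,500/well, DMEM with 0.5% FBS) were treated with compound at a single 50 µM final concentration, stimulated with 6 nM IGF for 20 min at 37 °C, and lysed. Phospho-Akt Ser473 was read by HTRF as 665/615 ratio ×10^4.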
MmCpn inh: inhibitors of Methanococcus maripaludis chaperonin (MmCpn); purified Mm-Cpn ATPase, ADP Transcreener TR-FRET; Potency, µM (series often up to 76.9 µM), for the others: at the highest dose activity, negative = inhibition, hits mostly inhibitors; hit rate 0.031% among 330,000; note: potency is the fitted concentration of half-maximal effect; % is set by controls: 0 for no effect and ±100 for the full control effect; nearly all actives have a fitted effect of over 80% in size
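ATPase turnover read by TR-FRET ADP competition (Eu cryptate antibody/ADP-d2, 665/590 nm): 10uM ATP final, 25nM Mm-CPN final, 30 min 37degC after 10-min compound preincubation, pH 7.4 Tris/KCl/MgCl2/DTT buffer.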
EPAC2 ag: activates human EPAC2 exchange factor. Q8WZA2. hit rate 0.079% among 360,000. Potency, µM (series often up to 154 µM), for inactives: at the highest dose activation, most hits filed as activators. AID 720711. EPAC2 activation, biochemical qHTS; response scale: 100% = 6.5 mM cAMP response; note: potency is the fitted concentration of half-maximal effect; nearly all actives have a fitted effect of over 50% in size
Target sequence (Q8WZA2 whole entry, looked up): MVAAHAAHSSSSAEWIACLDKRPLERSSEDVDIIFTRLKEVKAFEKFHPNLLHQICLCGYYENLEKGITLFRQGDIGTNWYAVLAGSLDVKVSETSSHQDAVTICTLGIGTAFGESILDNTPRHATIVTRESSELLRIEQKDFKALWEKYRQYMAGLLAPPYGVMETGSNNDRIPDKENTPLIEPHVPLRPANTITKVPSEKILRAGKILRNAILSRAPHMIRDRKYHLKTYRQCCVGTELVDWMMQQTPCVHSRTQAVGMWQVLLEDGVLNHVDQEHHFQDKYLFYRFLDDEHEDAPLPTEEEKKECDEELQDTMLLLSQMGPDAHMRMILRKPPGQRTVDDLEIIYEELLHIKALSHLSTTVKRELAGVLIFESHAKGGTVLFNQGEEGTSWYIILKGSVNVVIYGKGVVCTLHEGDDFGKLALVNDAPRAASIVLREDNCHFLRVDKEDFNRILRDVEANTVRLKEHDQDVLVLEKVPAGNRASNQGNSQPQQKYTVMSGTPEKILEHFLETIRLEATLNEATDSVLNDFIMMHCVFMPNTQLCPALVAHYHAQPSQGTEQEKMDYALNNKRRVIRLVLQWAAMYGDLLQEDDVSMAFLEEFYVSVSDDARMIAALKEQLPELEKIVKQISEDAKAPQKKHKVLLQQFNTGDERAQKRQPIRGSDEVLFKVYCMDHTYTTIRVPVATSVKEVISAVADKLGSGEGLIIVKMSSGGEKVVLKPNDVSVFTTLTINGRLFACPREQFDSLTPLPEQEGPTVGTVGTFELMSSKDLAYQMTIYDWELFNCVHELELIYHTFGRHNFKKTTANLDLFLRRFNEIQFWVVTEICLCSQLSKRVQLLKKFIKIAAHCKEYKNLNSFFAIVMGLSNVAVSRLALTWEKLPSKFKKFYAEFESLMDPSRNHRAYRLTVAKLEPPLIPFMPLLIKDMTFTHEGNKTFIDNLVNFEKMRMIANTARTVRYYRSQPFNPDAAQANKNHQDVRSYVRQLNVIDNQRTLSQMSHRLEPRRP
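EPAC2 (100 nM) mixed with Rap1B loaded with BODIPY-GDP (250 nM) plus 50 uM unlabeled GDP; compounds pinned in, 5 min RT, then read every 5 min for 30 min (ex 480, em 540 nm). Normalized to cAMP control.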
A549 viability: A549 cytotoxicity, counter-screen for Nrf2 inhibitors. A549 ARE-Fluc cells, CellTiter-Fluor viability, 18-24 h. Potency, µM (highest dose often 46 µM), without a hit: at the top dose activity change, negative = cytotoxicity, usual class: inhibitors. hit rate 0.16% among 390,000. AID 504648; note: potency is the fitted concentration of half-maximal effect; % is set by controls: 0 for no effect and ±100 for the full control effect
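A549 ARE-Fluc cells in 5% FBS OPTI-MEM, 5000 cells/well, rested 2 h then exposed to compounds in concentration-response for 18-24 h at 37 °C. Viability by CellTiter-Fluor fluorescence (Ex 405/Em 525) after 30 min; luciferase luminescence (BugLite, 15 min, RT) read afterwards.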
Nrf2 inh: inhibitors of Nrf2 signaling; A549 ARE-Fluc reporter, luciferase luminescence, 18-24 h; Potency, µM (top dose mostly 46 µM), for the others: top-dose activity change, negative = inhibition, hits mostly inhibitors; hit rate 2.1% among 360,000; note: potency is the fitted concentration of half-maximal effect; % is set by controls: 0 for no effect and ±100 for the full control effect; nearly all actives have a fitted effect of over 60% in size
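A549 ARE_Fluc cells (5000/well, 5% FBS OPTI-MEM) pre-incubated 2 h, then treated with compounds 18-24 h at 37C/5% CO2 in concentration-response. CellTiter-Fluor viability read first; BugLite luciferase luminescence after 15 min at room temperature gives Nrf2 activity.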
Nrf2 activator: activates Nrf2 signaling | AREc32 ARE-luciferase reporter (MCF7-derived line), luminescence, 24 h | Potency, µM (highest dose often 46.1 µM), for inactives: at the highest dose activation, most hits filed as activators | hit rate 0.31% among 410,000; note: potency is the fitted concentration of half-maximal effect; % of control where 0% means no effect; nearly all actives have a fitted effect of over 65% in size
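Quantitative high-throughput format: AREc32 reporter cells, 1000 per well, received compound by pin transfer and were incubated 24 hr at 37 deg C, 5% CO2, before Steady-Glo luminescence detection.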
EPAC2 antagonist: EPAC2 (human) antagonism | Potency, µM (highest dose often 114 µM), inactives show at the highest dose activity, negative = inhibition, most hits filed as inhibitors | Q8WZA2 | EPAC2 GEF exchange of Rap1B-BODIPY-GDP, fluorescence | hit rate 0.18% among 360,000 | AID 720708; note: potency is the fitted concentration of half-maximal effect; % is set by controls: 0 for no effect and ±100 for the full control effect; nearly all actives have a fitted effect of over 45% in size; many of its hits are not listed in these tables
Starred values were filed as active, the others as inactive; i = inactive; ? = inconclusive; / = not tested or not shown; & = joins results of further samples; [ ] = remark or other dose. Unless noted, calls come from the whole dose curve; as a rule, active = well fitted curve in the direction sought with a large enough effect; inconclusive = small, poorly fitted or top-dose-only effect, or another doubt; inactive = no such curve, though single readings can be large; an effect the other way counts as inactive or inconclusive. The list is partial (hit frequency here may not be typical).

SMILES	CCT modulator	TGFb SMAD3 inh	Akt phos inh	MmCpn inh	EPAC2 ag	A549 viability	Nrf2 inh	Nrf2 activator	EPAC2 antagonist
CC(CCc1ccccc1)NC(=O)C(Cc1ccccc1)NS(=O)(=O)c1cccs1 (centres undefined)	-1.3	-5.0%	i	-0.8%	27.3%	-13.3%	-25.1%	0.2%	-10.5%
CCC(C)(C)NC(=O)C(c1ccc(C)cc1)N(CC1CCCO1)C(=O)c1csnn1 (centres undefined)	0.3	7.7%	i	0.8%	9.7%	-1.9%	0.1%	0.0%	0.7%
O=C(Nc1ccc(F)cc1)Oc1ccccc1N1CCOCC1	-3.5	-15.5%	i	0.6%	3.5%	-10.4%	-9.2%	0.5%	-0.9%
O=C(NCc1nnc(SCC(=O)N2CCc3ccccc32)o1)c1ccco1	-0.8	-16.6%	i	0.7%	11.4%	5.6%	1.4%	-0.2%	4.6%
O=C(Nc1sc2c(c1C(=O)O)CCCCC2)c1cccnc1	-3.9	-1.4%	i	-0.9%	0.6%	5.1%	17.3%	2.8%	-7.7%
COC(=O)[C@@H](N)CS	-0.9	-2.9%	i	0.6%	-0.1%	-0.9%	5.2%	0.2%	-13.5%
COc1ccc(S(=O)(=O)N(CC(=O)Nc2ccc(S(=O)(=O)N3CCOCC3)cc2)Cc2ccc(F)cc2)cc1	-4.8	-5.6%	i	0.5%	0.9%	-1.6%	1.6%	2.9%	-9.8%
CC1CCc2c(sc(N)c2C(N)=O)C1 (centres undefined)	-0.8	-10.4%	i	0.4%	9.7%	24.9%	8.1%	-0.1%	4.0%
O=C(Nc1ccn(Cc2ccc(Cl)cc2)n1)c1ccc2c(c1)OCO2	0.4	7.8%	i	/	13.0%	-3.2%	/	-0.5%	-5.4%
CCCCn1c(N)c(N(CCOC)C(=O)CSCc2cccc(C)c2)c(=O)[nH]c1=O	-5.4	6.3%	i	1.3%	-0.8%	1.2%	5.5%	0.0%	-0.2%
CCOc1ccccc1NC(=O)Cn1cnc2c(cnn2-c2ccc(C)c(C)c2)c1=O	-2.6	7.1%	i	1.3%	-12.3%	-3.7%	12.0%	0.2%	4.6%
C/C(=N\Nc1ccc(F)cc1F)c1ccc(Br)s1	-1.0	-6.3%	i	0.2%	4.3%	-0.3%	0.0%	?	-3.7%
Cc1cccc(NC(=O)CSc2nnc([C@@H](N)Cc3ccccc3)o2)c1C	0.6	-5.7%	i	0.9%	5.0%	-20.4%	4.3%	3.3%	13.1%[57.1 µM]
O=C(NN1S(=O)(=O)c2ccccc2S1(=O)=O)c1ccc(Br)cc1	-0.7	4.9%	i	2.0%	8.9%	4.0%	-1.9%	0.1%	1.2%
Cc1nc2sc(C(c3cccc(F)c3)N3CCC(O)CC3)c(O)n2n1 (centres undefined)	-1.8	4.4%	i	-0.7%	1.3%	-15.9%	-11.9%	-0.6%	-1.8%
CC1=CC(=C2C(=O)c3ccccc3C2=O)C=C(C)O1	-1.8	-1.4%	i	-0.3%	-4.3%	?	?	14.7%	-1.2%
N#CC(C(=O)CCN1C(=O)C2CC=CCC2C1=O)c1nc2ccccc2[nH]1 (centres undefined)	1.8	13.9%	i	-2.7%	-7.5%	-2.8%	4.5%	-0.3%	16.4%
CCOc1ccc2nc(SC3CC(=O)N(c4ccc(OC)cc4)C3=O)sc2c1 (centres undefined)	-2.8	?	i	2.0%	-10.7%	-4.6%	?	0.6%	9.3%
COC(=O)c1ccc(S(=O)(=O)N2CCC(c3nc4ccccc4o3)CC2)cc1	3.1	0.0%	i	-0.6%	6.7%	-2.3%	10.0%	-0.2%	2.3%
COc1ccc(C(=O)NCC(=O)NCC(=O)OCC(=O)c2ccc(Br)cc2)cc1	-0.6	23.4%	i	0.6%	-2.4%	-0.7%	14.9%	-0.2%	17.2%
CC(Oc1ccccc1)C(=O)NC1CCSc2ccccc21 (centres undefined)	-1.3	-2.9%	i	-0.2%	9.0%	?	?	-0.1%	-16.7%
Cc1ccc(Cl)cc1N1CCN(C(=O)C2CCN(Cc3nc(-c4cccc(Cl)c4)oc3C)CC2)CC1	/	-4.1%	/	/	/	-7.1%	7.5%	-0.3%	/
CC(=O)N(CCC1(c2ccc(C)cc2)CCOC(C(C)C)C1)Cc1ccco1 (centres undefined)	0.7	-24.3%	i	-2.6%[15.4 µM]	6.3%	-6.6%	-6.8%	4.1%	-26.6%
CCn1c(SCC(=O)c2[nH]c(C)c(C(C)=O)c2C)nnc1-c1ccccc1	0.7	?	i	-10.5%	7.2%	-9.6%	?	3.1%	-6.8%
C[C@@H]1O[C@@H](OC[C@H]2O[C@@H](Oc3c(-c4ccc(O)cc4)oc4cc(O)cc(O)c4c3=O)[C@H](O)[C@@H](O)[C@@H]2O)[C@H](O)[C@H](O)[C@H]1O	0.8	-2.0%	i	-1.8%	-0.2%	-9.4%	1.0%	-0.5%	-4.2%
COc1ccc(OCC(=O)NNC(=O)C2CCN(c3ncnc4sc(C)c(C)c34)CC2)cc1	-0.3	-21.6%	i	-13.2%	10.4%	0.0%	5.3%	-0.8%	2.5%
O=C(Nc1ccncc1)c1c(F)c(F)c(F)c(F)c1F	-6.1	20.0%	i	0.9%	9.4%	0.4%	-8.7%	?	-2.0%
CCc1nc2ccc(C(=O)N3CCN(c4cc(C)ccc4C)CC3)cc2nc1CC	1.8	?	i	1.1%	-3.4%	-10.1%&-6.3%	-11.4%	-0.5%&1.4%	?
C/C(=N\Nc1ccc2nncn2n1)c1ccc(Br)s1	0.3	14.7%	i	-1.8%	5.1%	-7.1%	-17.6%	?	-6.3%
O=C(Nc1nc(-c2ccccc2)cs1)c1ccccc1NS(=O)(=O)c1ccc(F)cc1	1.4	?	i	-0.4%	-5.8%	?	6.51µM*	11.1%	?
COc1cc2c(-c3cc(Br)ccc3O)nc3c(c(C)nn3-c3ccccc3)c2cc1OC	/	-2.4%	/	/	/	-6.3%	-11.6%	-0.6%	/
COc1ccc(N2CCN(C(=O)C3CCN(C(=O)c4ccccc4Cl)CC3)CC2)cc1	0.0	16.9%	i	2.6%	5.2%	-12.3%	-28.6%	-1.0%	2.8%
CC(=O)c1cccc(NC(=O)CC2CCCC2)c1	1.8	-16.8%	i	-1.6%	3.6%	-20.0%	11.4%	-0.2%	7.9%
OCCCNc1ncnc2c1ncn2[C@H]1CN(Cc2ccco2)C[C@@H](CO)O1	-1.5	1.5%	i	/	-0.8%	/	/	0.3%	-5.0%
CN(CC1COc2ccccc2O1)C(=O)CSc1ncnc2sccc12 (centres undefined)	1.7	-20.4%	i	-22.6%	7.8%	-6.0%	7.7%	8.1%	-4.4%
O=C(Nc1ccc([N+](=O)[O-])cc1)Nc1ccc(N2CCOCC2)c2nonc12	-1.3	-4.1%	i	-3.9%	4.4%	2.7%	2.9%	0.0%	1.3%
N/C(=N\OC(=O)c1ccc(Cl)cc1Cl)c1cccnc1	0.8	-2.1%	i	-3.9%	5.7%	16.8%	?	?	-15.5%
Cc1nnc(SCc2c(Cl)cccc2Cl)n(N)c1=O	-2.6	17.4%	i	0.4%	4.6%	0.0%	-4.4%	-1.6%	10.6%
CC(=O)O[C@H](COc1c2ccoc2cc2oc(=O)ccc12)C(C)(C)O	-0.3	1.8%	i	-0.6%	9.8%	11.6%	?	6.7%	2.1%
C[C@@H]1CN([C@@H](C)CO)C(=O)CCCn2nncc2CO[C@@H]1CN(C)C(=O)Nc1ccc(C(F)(F)F)cc1	0.7	-0.1%	i	/	-5.7%	/	/	0.3%	-9.4%
CCCCOC(=O)c1sc2nc(C)cc(C)c2c1N	-0.8	-23.4%	i	1.5%	-2.8%	1.8%	-0.5%	8.7%	-4.8%
CCCN1CCN(C(=O)C2CCN(S(=O)(=O)c3ccc4c(c3)NC(=O)C(C)S4)CC2)CC1 (centres undefined)	-2.0	0.9%	i	-4.0%	2.5%	1.7%	4.3%	0.0%	0.5%
O=C(NC(c1ccc(Cl)cc1)c1cnccn1)C1CCN(Cc2ccc(Oc3ccccc3)cc2)CC1 (centres undefined)	-1.5	?	i	/	22.2%	/	/	1.4%	0.1%
CCOc1cc(C2C(C#N)=C(N)OC(C)=C2C(C)=O)c(Br)c(Br)c1OC(C)C (centres undefined)	1.3	15.8µM*	i	-15.1%	-3.0%	-0.4%	-28.2%	9.2%	-23.8%
O=S1(=O)N=C2CCCCCN2C(c2ccncc2)N1 (centres undefined)	0.4	-10.9%	i	-0.2%	0.5%	6.1%	14.9%	-1.1%	6.9%
O=C(NCc1ccco1)NC(=O)c1csc([N+](=O)[O-])c1	-0.1	5.1%	i	0.8%	17.4%	6.7%	1.9%	?	2.6%
CCOC(=O)c1ccc(N2CCOCC2)c(NC(=O)c2ccc3c(c2)OCO3)c1	1.5	-3.3%	i	1.7%	13.7%	-16.1%	-12.2%	1.1%	-0.8%
O=C(Cn1nnc(-c2cccs2)n1)NCCc1ccccc1	-0.1	-1.3%	i	-0.5%	-0.3%	11.2%	10.4%	0.0%	4.0%
Cc1ccc(Cl)cc1N1CCN(C(=O)CSc2cc(=O)n(C)c3ccccc23)CC1	/	-29.0%	/	/	/	-9.8%	16.4µM*	2.9%	/
O=C1N/C(=C\c2ccc(O)cc2)C(=O)c2ccccc21	-1.0	-21.5%	i	-13.0%	5.3%	-1.1%	/	8.4%	-7.8%

Two entries picked at random from the list so far:
SMILES	CCT modulator	TGFb SMAD3 inh	Akt phos inh	MmCpn inh	EPAC2 ag	A549 viability	Nrf2 inh	Nrf2 activator	EPAC2 antagonist
C[C@@H]1CN([C@@H](C)CO)C(=O)CCCn2nncc2CO[C@@H]1CN(C)C(=O)Nc1ccc(C(F)(F)F)cc1	0.7	-0.1%	i	/	-5.7%	/	/	0.3%	-9.4%
CCCCOC(=O)c1sc2nc(C)cc(C)c2c1N	-0.8	-23.4%	i	1.5%	-2.8%	1.8%	-0.5%	8.7%	-4.8%
